Screens as filed in PubChem BioAssay.
FECH block – inhibitors of human ferrochelatase. purified FECH, Ni-mesoporphyrin absorbance 550 nm. calls only at 10 µM (by protocol). actives 3.3% (n = 20,000). AID 1671448. P22830;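 active means enzyme reaction rate more than 3 SD below the solvent-only control wells on the same plate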;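 further: lower slope than DMSO wells means FECH inhibition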
Target sequence (P22830 whole entry, looked up): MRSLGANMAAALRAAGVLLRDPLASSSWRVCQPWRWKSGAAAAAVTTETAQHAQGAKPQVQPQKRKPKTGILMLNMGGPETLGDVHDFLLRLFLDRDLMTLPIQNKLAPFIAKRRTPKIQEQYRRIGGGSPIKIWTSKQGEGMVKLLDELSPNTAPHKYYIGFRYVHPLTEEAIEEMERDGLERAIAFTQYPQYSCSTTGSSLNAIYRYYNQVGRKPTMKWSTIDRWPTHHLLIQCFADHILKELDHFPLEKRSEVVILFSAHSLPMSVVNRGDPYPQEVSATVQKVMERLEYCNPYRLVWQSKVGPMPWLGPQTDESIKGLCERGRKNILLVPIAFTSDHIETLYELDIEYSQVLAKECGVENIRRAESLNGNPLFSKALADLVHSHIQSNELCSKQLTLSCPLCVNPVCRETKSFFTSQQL
Calls only.

What do the screens show for `O=S(=O)(Cc1ccccc1)NCCn1c(C(F)(F)F)nc2cccnc21`?
FECH block: inactive

Results for CCOc1ccccc1Nc1cc(C(C)C)nc2nc(-c3cccnc3)nn12 ?
FECH block: inactive

What do the screens show for `Cc1cc(NC(=O)c2nc3ccccc3n(C)c2=O)n(C)n1`?
FECH block: inactive

How did O=C(NCCNc1cccnc1)c1cc2ccccc2oc1=O do in these assays?
FECH block: inactive

How did CCc1c(C)nc2ncnn2c1Sc1ccc(NC(=O)Nc2ccc3c(c2)OCCO3)cc1 do in these assays?
FECH block: active

Results for Cc1ccc(NC(=O)CN2CCN(Cc3ccccc3Cl)S2(=O)=O)cc1C ?
FECH block: inactive

Results for c1cnc2c(-c3cc(N4CCOCC4)ncn3)cccc2c1 ?
FECH block: inactive

Results for CC(C)NC(=O)C(=O)NCc1n[nH]c(=O)c2ccccc12 ?
FECH block: inactive

How did COc1ccccc1NCc1cc(=O)n2[nH]c(-c3ccccc3C)nc2n1 do in these assays?
FECH block: inactive

How did Cc1cc(C)cc(NC(=O)NCC2CCN(Cc3cnn(C)c3)C2)c1 (stereo unspecified) do in these assays?
FECH block: inactive

Results for COCCN1CCCC(O)(CN2CCC(Oc3cccnc3)CC2)C1=O (stereo unspecified) ?
FECH block: inactive

Results for COc1ccc(N2C(=O)CCS2(=O)=O)cc1S(=O)(=O)Nc1ccccc1C(C)(C)C ?
FECH block: inactive

How did CCn1ncc(CN(C)Cc2cnc3c(-c4ccccc4)cnn3c2)c1C do in these assays?
FECH block: inactive

How did Cc1nc(C)n(CCNc2nccc(CCC(F)(F)F)n2)n1 do in these assays?
FECH block: inactive

What do the screens show for `Cc1ccc(-c2nccn2CCC2CCCN2C)o1` (stereo unspecified)?
FECH block: inactive

What do the screens show for `CCn1cnnc1CCNc1ncnc2sc(C)c(C)c12`?
FECH block: inactive

How did CN1CCN([C@@H]2CCN(c3ccc4ccccc4n3)C[C@H]2O)CC1 do in these assays?
FECH block: inactive

How did Cc1ccc(CNS(=O)(=O)c2ccc3c(c2)CCN3C(=O)CCC(=O)N2CCOCC2)o1 do in these assays?
FECH block: inactive

How did CCC(C)NC(=O)C1CCN(c2ccc(-c3ccc(C)cc3)nn2)CC1 (stereo unspecified) do in these assays?
FECH block: inactive

What do the screens show for `COc1cccc(NC(=O)CN2CCN(Cc3ccc(F)cc3)S2(=O)=O)c1`?
FECH block: inactive

How did O=C(C1CCCO1)N1CCC(c2nn3c(C4CCCC4)nnc3s2)CC1 (stereo unspecified) do in these assays?
FECH block: inactive

How did CCOc1ccc(NC(=O)CN2CCCN(Cc3ccccc3)S2(=O)=O)cc1 do in these assays?
FECH block: active

Results for C[C@]12CC3CC(C(=O)NCCCc4ccncc4)(C1)C[C@@](C)(C3)C2 ?
FECH block: inactive

What do the screens show for `NS(=O)(=O)c1ccc(CN2Cc3ncccc3C2=O)cc1`?
FECH block: inactive

Results for COCCCN1C(=O)CSc2c(c3ccccc3n2C)C1C(=O)NCCC(C)C (stereo unspecified) ?
FECH block: inactive

Results for COC(=O)c1ccc(-c2noc(CN3CCc4[nH]ncc4C3)n2)cc1 ?
FECH block: inactive

Results for CCCc1c(C)nc2ncnn2c1Sc1ccc(NS(=O)(=O)c2cc(OC)ccc2OC)cc1 ?
FECH block: inactive

Results for COc1cc(C(=O)Nc2sc3c(c2-c2nc4ccccc4s2)CCN(C)C3)cc(OC)c1OC ?
FECH block: inactive

How did O=C(c1ccc(N2CCC3(CC2)NCCNC3=O)nc1)N1CCCCC1 do in these assays?
FECH block: inactive

How did c1ccc(-n2cccn2)c(CNc2ncnc3c2CCNC3)c1 do in these assays?
FECH block: inactive

What do the screens show for `COc1ccc(-c2cc(N3CCN(C(=O)Nc4cccc(Cl)c4)CC3)ncn2)cc1`?
FECH block: inactive

How did Cc1oc(-c2cccc(Cl)c2)nc1CN1CCC(N(C)C)CC1 do in these assays?
FECH block: inactive

What do the screens show for `CCN(CC)S(=O)(=O)N1CCC(C(=O)Nc2cccc(CCc3nc4ccccc4n3C)c2)CC1`?
FECH block: active

Results for C[C@@H]1CN(CCC(=O)N2CCC3(CCN(C)CC3)C2)C[C@H](C)O1 ?
FECH block: inactive

Results for CCc1noc(CN(CC)C(=O)C(C)n2cnc3ccccc32)n1 (stereo unspecified) ?
FECH block: active

Results for COCc1nc2cccnc2n1C1CCN(S(=O)(=O)c2cccs2)CC1 ?
FECH block: inactive

How did COc1ccccc1CNc1ncnc2oc3c(c12)CCCC3 do in these assays?
FECH block: inactive

How did CN(Cc1csc(-c2ccccc2)n1)C(=O)c1cccc(-n2cnnc2)c1 do in these assays?
FECH block: inactive

How did Cc1ccc(NC(=O)Cc2csc(NC(=O)Nc3cccc(Cl)c3)n2)cc1Cl do in these assays?
FECH block: inactive

How did c1ccc(OCCn2ccnc2C2CCOC2)cc1 (stereo unspecified) do in these assays?
FECH block: inactive

Results for Cc1nc(C)c(CN2CCC(CNS(C)(=O)=O)C2)s1 (stereo unspecified) ?
FECH block: inactive

How did CCOc1c(Nc2ccc(F)cc2F)c(=O)c1=O do in these assays?
FECH block: inactive

How did C=C(C)COc1ccccc1C(=O)N1CCC(Nc2ncccn2)CC1 do in these assays?
FECH block: inactive

What do the screens show for `Cc1cccc(CN2CC(=O)N(Cc3ccc(Cl)cc3)c3ccccc3S2(=O)=O)c1`?
FECH block: inactive

Results for COc1cc2c(=O)n(Cc3ccc(C(=O)NC4CC4)cc3)c(=O)n(CC(=O)NC(C)C)c2cc1OC ?
FECH block: inactive

How did CCN1C(SCC(=O)Nc2cc(Cl)c(OC)cc2OC)=NS(=O)(=O)c2ccccc21 do in these assays?
FECH block: inactive

Results for CCOC(=O)[C@@H]1C[C@@H]1CN1CCn2nc(-c3nc4ccccc4n3C)cc2C1 ?
FECH block: inactive

How did CC(C)(C)c1ccc(S(=O)(=O)NCc2nc3cccnc3n2Cc2ccccc2)cc1 do in these assays?
FECH block: inactive

Results for COc1ccc(NS(=O)(=O)c2ccc(N)c(S(N)(=O)=O)c2)cc1 ?
FECH block: active

Results for CCC1=NOC(CNCc2cnc(-c3ccccc3C)s2)C1 (stereo unspecified) ?
FECH block: inactive

What do the screens show for `CCCc1c(C)nc2ncnn2c1Sc1ccc(NC(=O)C(C)C)cc1`?
FECH block: inactive

What do the screens show for `Cc1ccc2nc(CN3CCCC4(C3)C(=O)N(C)c3ccccc34)cn2c1` (stereo unspecified)?
FECH block: inactive

How did O=C(NCCC1CCN(C2CCCC2)CC1)C1CCOC1 (stereo unspecified) do in these assays?
FECH block: inactive

What do the screens show for `Cc1cc(C)n2nc(N(Cc3ccccc3C)S(=O)(=O)c3ccc(Cl)cc3)nc2n1`?
FECH block: inactive

How did COc1ccc(NC(=O)C2=CCN(Cc3cccc(C)c3)CC2)cc1OC do in these assays?
FECH block: inactive

Results for Cc1nc(CN2CCCC3(C2)CN(C)C(=O)O3)sc1C (stereo unspecified) ?
FECH block: inactive

How did CN(CCn1ccc2ccccc21)Cc1cnc(N)nc1 do in these assays?
FECH block: inactive

Results for Cc1ccc(Nc2nc(-c3nnc(-c4cccc(C)c4)o3)nc3ccccc23)cc1 ?
FECH block: inactive

What do the screens show for `CCCC(=O)N(Cc1nc2nc(C)cc(C)n2n1)c1cccc(C)c1`?
FECH block: active

Results for CCCNc1ccc(C)cc1C(=O)N1CCCC(C(=O)OCC)C1 (stereo unspecified) ?
FECH block: inactive

What do the screens show for `COc1nc(OC)nc(-c2cc(C)ccc2OC)n1`?
FECH block: inactive

Results for COc1ccc(Nc2nc(NCCN(C)C)nc3c2cnn3-c2ccccc2)cc1 ?
FECH block: inactive

Results for CCCCn1ncc(C)c1NC(=O)c1cccnc1SC ?
FECH block: inactive

How did CCC(NC(=O)CCC(=O)NC1CCCCCCC1)c1ccnn1C (stereo unspecified) do in these assays?
FECH block: active

What do the screens show for `O=C(NCCc1n[nH]c2c1CCCC2)C1CCN(Cc2ccco2)CC1`?
FECH block: inactive

How did COc1ccc(NC(=O)CN2CCN(Cc3ccccc3Cl)S2(=O)=O)cc1OC do in these assays?
FECH block: inactive

Results for O=S(=O)(NCc1nc2cccnc2n1Cc1ccc(Cl)cc1)c1ccc(F)cc1 ?
FECH block: inactive

How did COc1ccc(-c2ccn[nH]2)cc1C(F)(F)F do in these assays?
FECH block: inactive

What do the screens show for `O=S(=O)(NCCn1c(-c2ccccc2)nc2cccnc21)c1ccc(C2CCCCC2)cc1`?
FECH block: inactive

Results for CCN1CCN(c2nc(Nc3ccc(Cl)cc3)c3cnn(-c4ccccc4)c3n2)CC1 ?
FECH block: inactive

How did Cc1nn(Cc2n[nH]c(=O)n2[C@H](C)c2ccc(F)cc2)c(C)c1C do in these assays?
FECH block: inactive

How did Cc1nc2ncnn2c(Sc2ccc(NC(=O)Nc3cccc(Br)c3)cc2)c1C do in these assays?
FECH block: inactive

How did CC(C)C(=O)Nc1cccc(-c2ccn[nH]2)c1 do in these assays?
FECH block: inactive

Results for COc1ccc(C2C=C(c3ccccc3)Nc3nc(N4C(=O)CCC4=O)nn32)cc1 (stereo unspecified) ?
FECH block: inactive

How did O[C@@H]1C[C@H]2CN(c3ncccc3C(F)(F)F)C[C@H]2C[C@@H]1O do in these assays?
FECH block: inactive

How did COc1ncccc1-c1ccc(C(=O)Nc2cccnc2)o1 do in these assays?
FECH block: inactive

How did COc1ccc(Nc2nc(NCCC3=CCCCC3)nc3c2cnn3-c2ccccc2)cc1 do in these assays?
FECH block: inactive

Results for CN(Cc1ccccc1)c1ncc(NS(=O)(=O)c2cc(F)ccc2F)cc1C(=O)O ?
FECH block: inactive

What do the screens show for `C=CCn1c(C(C)OC(C)C)n[nH]c1=O` (stereo unspecified)?
FECH block: inactive

How did CCOc1ccccc1NC(=O)CN1CCN(Cc2ccccc2Cl)S1(=O)=O do in these assays?
FECH block: inactive

In the list so far, 2 contain a tert-butyl group.
Results for COc1ccc(N2C(=O)CCS2(=O)=O)cc1S(=O)(=O)Nc1ccccc1C(C)(C)C ?
FECH block: inactive

How did CC(C)(C)c1ccc(S(=O)(=O)NCc2nc3cccnc3n2Cc2ccccc2)cc1 do in these assays?
FECH block: inactive

Of the compounds above, five have an aryl thioether with sulfur outside any ring:
How did CCc1c(C)nc2ncnn2c1Sc1ccc(NC(=O)Nc2ccc3c(c2)OCCO3)cc1 do in these assays?
FECH block: active

Results for CCCc1c(C)nc2ncnn2c1Sc1ccc(NS(=O)(=O)c2cc(OC)ccc2OC)cc1 ?
FECH block: inactive

What do the screens show for `CCCc1c(C)nc2ncnn2c1Sc1ccc(NC(=O)C(C)C)cc1`?
FECH block: inactive

Results for CCCCn1ncc(C)c1NC(=O)c1cccnc1SC ?
FECH block: inactive

How did Cc1nc2ncnn2c(Sc2ccc(NC(=O)Nc3cccc(Br)c3)cc2)c1C do in these assays?
FECH block: inactive

Following part:
Results for COc1cccc(NC(=O)CN2CCCN(Cc3ccccc3)S2(=O)=O)c1 ?
FECH block: inactive

How did CCc1ccc(-n2c(CN3CCN(S(=O)(=O)c4ccc(C)cc4C)CC3)nc3cccnc32)cc1 do in these assays?
FECH block: inactive

How did Cc1cnccc1NCCNC(=O)c1cn2c(n1)CNCC2 do in these assays?
FECH block: inactive

How did O=C1C[C@H]2CC[C@@H](CN1)N2C(=O)Cc1ccccn1 do in these assays?
FECH block: inactive

What do the screens show for `COc1cccc(-c2cc(N3CCN(C(=O)Nc4ccc(C)cc4C)CC3)ncn2)c1`?
FECH block: inactive

What do the screens show for `CCCCCNC(=O)C1CCN(c2ccc(-c3ccccc3)nn2)CC1`?
FECH block: inactive

How did Cc1nc(CN(C)C(=O)c2ccccc2-c2ncc[nH]2)no1 do in these assays?
FECH block: inactive

Results for Cc1ccc(OCCc2nnc(NC(=O)C3C=CCN3)s2)cc1 (stereo unspecified) ?
FECH block: inactive

Results for COc1cccc(NC(=O)N2CCN(CCn3c(C(F)(F)F)nc4cccnc43)CC2)c1 ?
FECH block: inactive

What do the screens show for `CC(C)Cn1c(=O)n(CCCn2cccn2)c2cc(C(=O)O)cnc21`?
FECH block: inactive

The last seven records of the section above are carried over, then new ones follow:
How did O=C1C[C@H]2CC[C@@H](CN1)N2C(=O)Cc1ccccn1 do in these assays?
FECH block: inactive

What do the screens show for `COc1cccc(-c2cc(N3CCN(C(=O)Nc4ccc(C)cc4C)CC3)ncn2)c1`?
FECH block: inactive

What do the screens show for `CCCCCNC(=O)C1CCN(c2ccc(-c3ccccc3)nn2)CC1`?
FECH block: inactive

How did Cc1nc(CN(C)C(=O)c2ccccc2-c2ncc[nH]2)no1 do in these assays?
FECH block: inactive

Results for Cc1ccc(OCCc2nnc(NC(=O)C3C=CCN3)s2)cc1 (stereo unspecified) ?
FECH block: inactive

Results for COc1cccc(NC(=O)N2CCN(CCn3c(C(F)(F)F)nc4cccnc43)CC2)c1 ?
FECH block: inactive

What do the screens show for `CC(C)Cn1c(=O)n(CCCn2cccn2)c2cc(C(=O)O)cnc21`?
FECH block: inactive

Results for CCNC(=O)CN1CCCCC1CCc1ccccc1 (stereo unspecified) ?
FECH block: inactive

How did Cc1cc(N(C)C)nc(N2CCN(S(C)(=O)=O)CC2)n1 do in these assays?
FECH block: inactive

What do the screens show for `CCn1c(=O)n(Cc2cccc(C)c2)c(=O)c2cnc(-c3ccc(Cl)cc3)nc21`?
FECH block: inactive

What do the screens show for `Cc1cc(NCCS(=O)(=O)N(C)C)nc(-c2cccnc2)n1`?
FECH block: inactive

What do the screens show for `Cc1cc(NC(=O)c2ccc(OC(C)C)cc2)n(-c2ncnc3c2cnn3-c2ccccc2)n1`?
FECH block: inactive

What do the screens show for `CCOC(=O)c1cc2ccsc2n1CC(=O)Nc1ccccc1C(=O)OC`?
FECH block: inactive

What do the screens show for `COc1ccc(NC(=O)CN2CCN(Cc3ccc(F)cc3Cl)S2(=O)=O)cc1`?
FECH block: inactive

Results for CCCCNC(=O)c1ccc(-c2ccn[nH]2)o1 ?
FECH block: inactive

Results for CNC(=O)C1CCC(Cn2c(=O)c3sccc3n(CC(=O)NCCc3ccccc3)c2=O)CC1 (stereo unspecified) ?
FECH block: inactive

How did CCc1ccc(NC(=O)CSc2nc(-c3ccc4c(c3)OCO4)nc3cc(=O)[nH]n23)cc1 do in these assays?
FECH block: inactive

What do the screens show for `COc1ccc(N2CC(NC(=O)c3ccc(S(=O)(=O)N4CCOCC4)cc3)CC2=O)cc1` (stereo unspecified)?
FECH block: inactive

The list is partial, so the mix of outcomes need not match the whole.
